EP2 antag: inhibitors of human EP2 prostaglandin E2 receptor. actives 0.52% (n = 260,000). P43116. inhibition, % at 25 µM. AID 1422. C6 glioma cells expressing human EP2, cAMP TR-FRET; cells stimulated with saturating PGE2;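 active = percent inhibition above 40 after rounding to a whole number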;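 note: rat C6 glioma host cells with rolipram phosphodiesterase inhibitor present; the protocol text gives 20 µM as final concentration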
Target sequence (P43116 whole entry, looked up): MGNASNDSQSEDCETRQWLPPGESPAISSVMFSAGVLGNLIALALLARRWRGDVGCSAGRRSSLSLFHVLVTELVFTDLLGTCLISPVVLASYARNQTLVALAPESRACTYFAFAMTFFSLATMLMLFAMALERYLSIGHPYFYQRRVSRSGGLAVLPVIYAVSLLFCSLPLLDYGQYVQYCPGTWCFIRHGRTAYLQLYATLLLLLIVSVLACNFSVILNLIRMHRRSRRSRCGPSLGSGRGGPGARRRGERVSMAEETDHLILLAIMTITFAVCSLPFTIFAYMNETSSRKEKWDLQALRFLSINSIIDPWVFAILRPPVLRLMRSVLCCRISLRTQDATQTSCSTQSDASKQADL
zVAD death inh: blocks zVAD induced death of L929 cells | L929 zVAD necroptosis rescue, ATP luminescence, 24 h; with zVAD 60 µM | viability rescue, % at 10 µM | actives 0.38% (n = 220,000) | AID 1377;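 active = activation, scaled between plate controls, above about 75%, limit read from the data; inactive = activation under that limit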;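 note: 0% = zVAD with DMSO and 100% = DMSO alone without zVAD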
Tb hexokinase: T. brucei hexokinase 1 inhibition | recombinant TbHK1, G6PDH-coupled NADH A340 | inhibition, % at 10 µM | actives 0.11% (n = 220,000) | AID 1430;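 active = inhibition of 50% or more in the single-dose primary screen; inactive = inhibition below 50%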
14-3-3 Bad PPI: disrupts binding of bovine 14-3-3 zeta to phospho-Bad peptide; P63103; TR-FRET 14-3-3zeta/Dy647-pBad peptide displacement, 1 h; inhibition, % at 21.7 µM; actives 0.71% (n = 220,000);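 active = inhibition above about 70%, limit read from the data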;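 note: 0% = full 14-3-3 plus peptide FRET controls and 100% = background without 14-3-3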
Target sequence (P63103 whole entry, looked up): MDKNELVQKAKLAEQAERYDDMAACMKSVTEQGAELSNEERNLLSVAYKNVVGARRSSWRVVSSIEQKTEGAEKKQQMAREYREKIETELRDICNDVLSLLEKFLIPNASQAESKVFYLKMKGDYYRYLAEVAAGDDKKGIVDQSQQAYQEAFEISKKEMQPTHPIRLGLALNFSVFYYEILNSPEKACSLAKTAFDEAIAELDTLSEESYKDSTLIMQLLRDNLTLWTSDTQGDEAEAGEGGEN
m-calpain inh: blocks pig calpain II enzyme activity. actives 0.37% (n = 220,000). AID 1236. inhibition, % at 16 µM. purified calpain II, fluorogenic peptide substrate, 30 min;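 active = inhibition above about 50%, limit read from the data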
eIF4E-4G inh: blocks eIF4E binding to eIF4G; P63073+Q04637; TR-FRET eIF4E-eIF4GI(517-606) binding, 2 h; inhibition, % at 21.7 µM; actives 0.37% (n = 220,000); AID 782;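 active = inhibition above about 30%, limit read from the data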;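 note: 0% = full FRET control wells and 100% = background wells lacking eIF4GI fragment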
Hck Nef HTS: blocks Nef-activated human Hck kinase; inhibition, % at 20 µM; Recombinant Hck-YEEI plus Nef, Z-Lyte FRET kinase assay; actives 0.68% (n = 220,000); P08631;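 active = Hck-Nef kinase inhibition above about 50%, limit read from the data; inactive = inhibition below that limit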;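 note: 0% = DMSO with Hck plus Nef and 100% = Hck alone without Nef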
Rad51 HR inh: Rad51 (human) homologous recombination inhibition; inhibition, % at 10 µM; actives 0.085% (n = 200,000); hRad51 DNA strand exchange, fluorescence dequenching; Q06609;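 active = inhibition above 40% at the single screening dose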;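 note: 0% = DMSO control wells and 100% = blanks with heterologous ssDNA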
Target sequence (Q06609 whole entry, looked up): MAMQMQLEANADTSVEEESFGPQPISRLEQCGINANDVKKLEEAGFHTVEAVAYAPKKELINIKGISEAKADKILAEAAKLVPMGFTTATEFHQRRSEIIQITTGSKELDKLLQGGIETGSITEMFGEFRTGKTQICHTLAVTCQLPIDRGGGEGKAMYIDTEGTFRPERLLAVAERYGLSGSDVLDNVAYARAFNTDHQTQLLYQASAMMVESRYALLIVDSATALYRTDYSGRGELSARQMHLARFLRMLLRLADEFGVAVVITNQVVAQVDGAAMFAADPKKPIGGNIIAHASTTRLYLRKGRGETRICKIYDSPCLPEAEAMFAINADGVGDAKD
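System: human Rad51 nucleoprotein filaments preassembled on unlabelled ssDNA. Reagent: labelled 47-mer dsDNA for strand exchange. Schedule: 30-min compound preincubation and 15-min exchange, both room temperature. Measured by: FRET fluorescence dequenching, excitation 485 nm, emission 520 nm. Read-out: Fluorescence-based percent inhibition, control- and blank-normalised. Benchmarks: plate controls and plate blanks.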
EP2 modulator: modulates human prostaglandin E2 receptor EP2 signaling. EP2-expressing cells, cAMP HTRF FRET, PGE2 co-stimulation. actives 0.83% (n = 260,000). induction, % at 25 µM. P43116. AID 940;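 active = compounds whose cAMP rise, as percent of the full-agonist control response, exceeds 60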;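 note: rat C6 glioma line stably carrying human EP2 under a CMV promoter; the protocol text gives 20 µM as final concentration; 100% = response of wells given 1 µM PGE2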
Active calls of the source: *; i = inactive; . = no result given; & = joins results of further samples; [ ] = remark or other dose. Some of the compounds tested; the hit share may differ from the screen's.

compound	eIF4E-4G inh	Tb hexokinase	14-3-3 Bad PPI	zVAD death inh	Hck Nef HTS	EP2 modulator	m-calpain inh	Rad51 HR inh	EP2 antag
O=C1C=C(NNC(=O)c2ccccc2Br)CCC1	8	-30	-18[fluorescence artefact?]	0.9	1	27	-2	-6	6
Cc1nn(-c2ccccc2)c(Cl)c1/C=C1\C(=O)N(C)C(=S)N1C	5	-12	-2	3.8	25	9	10	-19	6
CC1(C)CC(=O)C(N=Nc2cccc(S(=O)(=O)N3CCOCC3)c2)=C(O)C1	-2	-38	6	-0.4	-1	15	17	3	11
COc1ccccc1OCc1ccc(C(=O)N(C)C)o1	9[fluorescence artefact?]	4	-1	-0.2	0	6	-33	-2	14
CNC(=O)C1Cc2ccccc2CN1S(=O)(=O)c1cccs1 (stereo not given)	3[fluorescence artefact?]	36	-15	0.3	2	18	15	6	5
COCCNC(=O)NC(=O)COC(=O)c1cc([N+](=O)[O-])ccc1Sc1nc(C)cs1	0[fluorescence artefact?]	-22	6	0.0	1	11	13	-13	7
COCCCNc1nc(N)c([N+](=O)[O-])c(Nc2ccccc2OC)n1	-5	-25	2	0.7	24	-12	-6	.	6
O=C(Cn1c(=O)sc2ccccc21)Nc1ccc(S(=O)(=O)N2CCCCC2)cc1	-4	4	10[fluorescence artefact?]	0.0	5	12	-86	-7	9
O=C(c1ccc(C(F)(F)F)cc1)C1CCCN(C(=O)CCc2cnccn2)C1 (stereo not given)	2	-9	-5	0.1	14	-10	-2	-29	-1
COC(=O)c1c(NC(=O)c2ccco2)sc2c1C(C(=O)OC)CC2 (stereo not given)	4	-17	7	0.2	1	24	-15	-13	15
CC1(C)CN(c2ccc(CC#N)cc2)C1=O	-4	-9	-7	8.2	15	9	-7	19	7
Cc1ccc(CN(CC2CCCO2)C(=O)CN2C(=O)C(C(C)C)Oc3ccccc32)o1 (stereo not given)	6	0	-1[fluorescence artefact?]	-1.4	5	10	7	.	7
COC(=O)c1ccc(Cl)c(NC(=O)NC23CC4CC(CC(C4)C2)C3)c1	-6	43	-2	72	-14	-35	-17	-6	21
CCNC(=O)COC(=O)C1CCC(=O)N(c2ccc(OC)cc2)C1c1ccc(OC)cc1 (stereo not given)	5	-4	3	0.3	2	12	4	-8	6
NC(=S)N/N=C/c1c[nH]c2ccccc12	-17	-84	-5	-0.7	21	-38&-15	-12	12	9&4
COc1ccc2oc(=O)c(C(=O)N3CCCC3)cc2c1	2	0	-3	1.2	22	11&12	i	4	12&8
COC(=O)c1cc2occc2n1Cc1nc(-c2cccc(Cl)c2)oc1C	6	-2	-7	.	-1	45	-28	.	6
Cc1nc2ccccc2nc1OCC(=O)Nc1cc(C(F)(F)F)ccc1N1CCOCC1	-6	-17	0[fluorescence artefact?]	-0.2	-1	-1	-80	-9	9
O=S(=O)(c1ccc(Cl)s1)N1CCCc2cccc(O)c21	4	3	10	0.8	5	-13	4	-2	3
Cn1c(=O)oc2cc(S(=O)(=O)NCCN3CCCCCC3)ccc21	0	5	3	3.6	2	1	0	-1	7
COc1ccc(OCC(=O)O/N=C(\N)Cc2ccc(Cl)cc2)cc1	2[fluorescence artefact?]	-3	-20	-0.1	0	-16	22	1	9
Cc1c(Br)c(C(=O)N2CCc3ccccc32)nn1C	4[fluorescence artefact?]	9	-15[fluorescence artefact?]	0.0	1	-14	-9	.	11
O=C(c1cc(C(=O)NCCc2ccccc2)c(=O)n(CCc2ccccc2)c1)c1cc(Cl)ccc1O	1	26	-21[fluorescence artefact?]	3.2	1	-81	-48	-3	19
CC(=O)Nc1ccc(-c2csc(NC(=O)c3ccc(C)o3)n2)cc1	1[fluorescence artefact?]	-26	-18[fluorescence artefact?]	1.4	10	-5	-5	-5	8
COc1ccc(C(=O)Oc2ccc(F)cc2C(=O)/C=C/c2ccc(OC)c(OC)c2)cc1	-2	-19	9[fluorescence artefact?]	-0.2	-1	-1	-25	-2	5
O=C(c1ccc2c3c(cccc13)CC2)C1CCCN(C(=O)c2cc[n+]([O-])cc2)C1 (stereo not given)	-5	-14	-5	1.2	25	-9	-197	14	8
O=C(Nc1ccccc1C(=O)N/N=C/c1ccc(O)cc1)c1ccccc1	-2	4	-2	0.4	0	-33	15	5	5
Cc1ccc(-c2nnn(CCC(=O)NC3CCCC3)n2)cc1	3[fluorescence artefact?]	6	1	-0.1	2	12&-53	-24	1	11&7
O=C(CC1(C(=O)O)CCCC1)N1CCOCC1	-4	0	-3	0.3	3	33	-16	3	17
Cc1nn(-c2ccccc2)c2nc(C(F)(F)F)[nH]c(=O)c12	-5	3	23	0.4	4	-1	-1	0	4
CS(=O)(=O)c1ccc(N2CCOCC2)c(S(C)(=O)=O)c1	-1	0	-1	0.5	-1	1	-2	-3	7
CC(C)(O)C#Cc1ccc(CN2CCN(Cc3ccsc3)C(CCO)C2)cc1 (stereo not given)	-2	5	2	0.8	24	-37	1	-12	7
COc1cccc(-n2nnnc2SCC(=O)N2CCCc3ccccc32)c1	-5	3	-2	0.5	5	-14	25	7	9
Cc1cc(C)cc(N2C(=O)CC(N(C(=O)c3ccco3)c3cc(C)cc(C)c3)C2=O)c1 (stereo not given)	4	-7	-2	1.2	4	33	-28	13	7
CC(C)OCC(O)CSc1ccccn1 (stereo not given)	-11	8	7	1.4	6	-5	7	7	3
COc1ccc(Oc2ccc(S(=O)(=O)N3CCCCC3)cc2S(=O)(=O)N2CCCCC2)cc1	1	-7	-3	1.4	5	0	-7	16	7
O=c1oc2c3c(nn2c2ccccc12)CCCC3	0	-15	-5	2.8	1	-2	-180	-4	7
CCOC(=O)c1c(CN2CCN(C)CC2)n(-c2ccccc2)c2cc(Br)c(O)cc12	5	-7	-1	2.5	2	-10	-22	5	6
Cc1cc(NC(=O)Cn2nc3c(cc2=O)CCCC3)ccc1Br	3	0	2	0.5	4	-11	-10	-3	14
Cc1sc(NC(=O)CCC(=O)O)c(C#N)c1C	-3	7	20	-1.4	9	-4	30	-2	6
O=C(COC(=O)c1ccccc1F)c1ccc(-n2nncc2-c2ccco2)cc1	1	1	10	-0.6	1	3	23	1	7
CNS(=O)(=O)c1cccc(C(=O)OCC(=O)Nc2sc3c(c2C#N)CCCCC3)c1	3	-1	1	1.4	0	4	-15	-1	14
CCc1nc(C)c(-c2ccccc2)c(=O)[nH]1	1	9	-7	-0.1	0	16	-13	-2	3
Cc1cc(Oc2ccc(C#N)cc2)nc(NCc2ccccc2)n1	9	-8	10	0.5	0	25	6	0	5
Cc1cc(C)cc(NC(=O)NC(C)C2CCCO2)c1 (stereo not given)	-2	2	-4	24	22	6	-38	1	8
CC(=O)Nc1n[nH]c(S(=O)(=O)Cc2ccc(Cl)cc2Cl)n1	.	8	.	0.7	6	.	.	-5	17
CC#CC[N+](C)(C)CCCCCCCCCCCC	2	18	6	0.1	1	-10	13	11	6
CN(C(=O)COC(=O)c1cccnc1Nc1cccc(C(F)(F)F)c1)C1CCS(=O)(=O)C1 (stereo not given)	4	-14	-1	0.9	4	-3	-22	3	5

Sorted by value in m-calpain inh (highest first): some entries from above
SMILES	eIF4E-4G inh	Tb hexokinase	14-3-3 Bad PPI	Hck Nef HTS	EP2 modulator	m-calpain inh
CC#CC[N+](C)(C)CCCCCCCCCCCC	2	18	6	1	-10	13
Cc1cc(Oc2ccc(C#N)cc2)nc(NCc2ccccc2)n1	9	-8	10	0	25	6
CN(C(=O)COC(=O)c1cccnc1Nc1cccc(C(F)(F)F)c1)C1CCS(=O)(=O)C1 (stereo not given)	4	-14	-1	4	-3	-22

Continued.
compound	eIF4E-4G inh	Tb hexokinase	14-3-3 Bad PPI	zVAD death inh	Hck Nef HTS	EP2 modulator	m-calpain inh	Rad51 HR inh	EP2 antag
Cc1ccc(S(=O)(=O)CC(O)COc2ccc(C#N)cc2)cc1 (stereo not given)	-1	3	-7	0.9	9	-11	-17	17	3
S=C(NCc1ccccc1)NCc1cccc(CNC(=S)NCc2ccccc2)c1	0	-4	-4	0.5	6	-84	45	-2	3
O=S(=O)(Nc1ccc(-c2nc3ccccc3o2)cc1)c1ccccc1	7[fluorescence artefact?]	-19	12[fluorescence artefact?]	0.2	2	-14	-9	3	14
Cc1cccc(N2CCN(c3nnnn3-c3ccccc3)CC2C)c1 (stereo not given)	3	-3	9	-1.1	2	2	10	-1	17
CC(C)CC(C(=O)N1CCc2ccccc2C1)N1C(=O)c2ccccc2C1=O (stereo not given)	8	1	-1	-0.4	-24	34	-14	2	8
O=C(COc1ccc(Cl)cc1)NCc1nnc(SCC(=O)N2CCCc3ccccc32)o1	0[fluorescence artefact?]	-9	-1[fluorescence artefact?]	0.2	9	-68	-19	0	12
O=C(NNC1CC(=O)N(c2ccc(Cl)cc2)C1=O)c1ccccn1 (stereo not given)	2	-2	-17	4.8	21	-2	-21	0	1
CC(=O)c1cccc(NC(=S)N2c3ccccc3CC2C)c1 (stereo not given)	-2	2	-13	1.3	-6	-52	-2	16	10
O=C(Nc1ccccc1)N1CCc2scc[n+]2-c2ccccc21	-4	4	5	-0.8	5	5	-5	.	8
CCOc1ccc(NC(=O)CCCn2c(=S)[nH]c3ccsc3c2=O)cc1	1	-18	-8	14	21	-8	-4	5	15
O=S(=O)(c1cccc(NC(=S)N2CCN(c3ccc(F)cc3)CC2)c1)C(F)F	3	-2	-3	0.5	4	2	9	6	9
O=C(Cn1cnc2sc(-c3ccccc3)cc2c1=O)NCCc1ccccc1	-57	11	7[fluorescence artefact?]	-0.3	23	-3	-107	.	.
CC(C)C(=O)c1cc2c(cc1NC(=O)Nc1cccc3ccccc13)OCCO2	-1[fluorescence artefact?]	-8	-10[fluorescence artefact?]	0.0	-1	9	-125	.	.
CCOCCCNC(=O)C(Cc1ccccc1)NS(=O)(=O)c1ccc2c(c1)c(=O)n(C)c(=O)n2C (stereo not given)	-1	-3	-8	4.0	31	14	-35	3	6
